Assay outcomes: PubChem BioAssay, several laboratories
Shn3 3UTR inh – inhibitors of Schnurri-3 3'UTR reporter in osteoblasts. Clone20 osteoblast Shn3 3'UTR firefly luciferase, 24 h. inhibition, % at 12.5 µM. 360,000 compounds, 0.52% hits. AID 588674;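 active means mean inhibition of at least 75% with every replicate also reaching 75%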;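 further: 0% = median of neutral control wells and 100% = pilot-screen positive control compound; some compounds past the cut are filed as inactive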
hiPSC survival – increases survival of single human iPS cells; hiPSC single-cell survival, ATPlite luminescence; 100% = ROCK inhibitor wells, 0% = DMSO; survival enhancement, % at 20 µM; 360,000 compounds, 0.044% hits; AID 602274; in the data active means survival enhancement above about 18%;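 further: cells exposed to compounds for 16 hours before the ATP read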
KKLEB cytotox – CF airway cell cytotoxicity counter-screen | activity change (cytotoxicity), % at 5 µM | 360,000 compounds, 0.36% hits | KKLEB CF airway cells viability, ATPlite luminescence, overnight; stronger effect = lower value; cells stimulated with P. aeruginosa culture filtrate;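 active means corrected activity change at or below -50% at 5 µM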
aDG glyco up – increases alpha dystroglycan glycosylation; Pro5-aDG cells, alpha-DG glycosylation AlphaScreen (IIH6); 0% Pro5, 100% B10-LARGE cell signal; activation, % at 10 µM; 360,000 compounds, 0.22% hits; AID 624168;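 active means activation of at least 8% versus controls, or a plate z-score of at least 8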;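 further: Pro5 are CHO cells carrying HIG-tagged alpha-DG that lacks glycosylation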
CF NFkB block – inhibitors of cystic fibrosis induced NF-kB; KKLEB NF-kB-GFP reporter, PAF-induced, GFP fluorescence overnight; inhibition, % at 5 µM; 360,000 compounds, 0.86% hits;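 active means at least 50% inhibition at 5 µM, scaled per plate between neutral and stimulator controls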;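 further: PAF is a Pseudomonas aeruginosa culture filtrate used as stimulus; plate controls were PAF-stimulated DMSO wells for no effect and unstimulated DMSO wells for full effect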
Peg3 prom inh – reduces Peg3 promoter-driven luciferase expression in HeLa | HeLa PEG-Prom luciferase reporter, luminescence, overnight | inhibition, % at 20 µM | 360,000 compounds, 1.7% hits;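 active means inhibition of at least 50% at 20 µM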
NR2E3 ag-1 – agonists of human nuclear receptor NR2E3. GST-NR2E3/biotin-RetCOR TR-FRET, 1536-well. inhibition of corepressor binding, % at 4.78 µM. 320,000 compounds, 0.12% hits. AID 2300;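 active means percent inhibition above the cutoff of mean plus 3 SD of all tested compounds, set per screening campaign, cut at about 20% in these data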;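 further: 0% = DMSO wells and 100% = biotin wells as full block of FRET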
Target sequence (Q9Y5X4 whole entry, looked up): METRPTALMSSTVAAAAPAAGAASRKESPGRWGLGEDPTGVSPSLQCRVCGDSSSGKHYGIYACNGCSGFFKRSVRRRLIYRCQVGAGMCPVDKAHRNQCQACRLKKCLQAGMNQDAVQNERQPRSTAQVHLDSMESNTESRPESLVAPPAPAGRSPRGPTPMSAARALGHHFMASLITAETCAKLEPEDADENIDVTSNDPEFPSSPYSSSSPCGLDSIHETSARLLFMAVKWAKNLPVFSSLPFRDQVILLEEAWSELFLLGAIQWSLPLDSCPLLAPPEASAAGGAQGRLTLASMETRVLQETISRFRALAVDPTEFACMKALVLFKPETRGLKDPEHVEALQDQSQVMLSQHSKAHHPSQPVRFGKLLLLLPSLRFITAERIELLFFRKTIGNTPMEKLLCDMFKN
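Material: NR2E3–RetCOR corepressor complex / Incubation: Compound–protein incubation for 5 h at 4 °C / Dosing: compound at 4.8 µM, single dose / Detection: time-resolved FRET / Benchmarks: high control biotin, low control 0.6% DMSO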
HIF-2a inh – blocks HIF-2a reporter activity. 786-0 RCC cells HIF-2a reporter, luciferase luminescence, overnight. inhibition, % at 18.8 µM. AID 624352. 360,000 compounds, 0.72% hits;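 active means inhibition of the luminescence signal of 40% or more relative to plate controls, in a single-dose primary screen at 18.75 µM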
NR2E3 ag-2 – agonists of human NR2E3 nuclear receptor. inhibition of corepressor binding, % at 3.98 µM. AID 602229. 360,000 compounds, 0.35% hits. CHO-S Gal4-NCOR/VP16-NR2E3 two-hybrid, luciferase;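 active means inhibition above the mean of all tested compounds plus 3 SD, cut at about 70% in these data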;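 further: 0% = DMSO with NR2E3 transfected cells and 100% = cells lacking NR2E3 construct; higher means lower luciferase signal from less NR2E3 corepressor binding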
TRPM1 prom inh – MITF TRPM1 promoter inhibition in SK-MEL-5 cells | SK-MEL-5 TRPM1 promoter luciferase, 24 h | inhibition, % at 12.5 µM | 330,000 compounds, 0.83% hits | AID 488899;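 active means mean inhibition across replicates of 60% or more, whatever share of single replicates reaches that level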; further: values of inactives mirror those of a sister screen read the other way
TWEAK Fn14 block – blocks TWEAK-Fn14 interaction in a reporter cell assay; TWEAK-stimulated Fn14 reporter cells, luciferase luminescence, 8 h; inhibition, % at 10 µM; 360,000 compounds, 2% hits; in the data active means inhibition above about 50%
Starred values were filed as active, the others as inactive; nt = no result given.

SMILES	Shn3 3UTR inh	hiPSC survival	KKLEB cytotox	aDG glyco up	CF NFkB block	Peg3 prom inh	NR2E3 ag-1	HIF-2a inh	NR2E3 ag-2	TRPM1 prom inh	TWEAK Fn14 block
CCOC(=O)c1sc(NC(=O)c2ccccc2OCC)nc1C	-22.0	-0.8	-4.7	0.0	-8.1	-72.9	1.7	-52.4	-45.2	-20.3	-17.0
O=C(CN(C(=O)CNC(=O)c1ccco1)c1ccc(Cl)c(Cl)c1)NC1CCCCC1	11.3	3.9	-2.7	0.4	-6.0	6.3	1.7	2.3	-12.6	-2.8	-0.7
Cn1nccc1C(=O)NC(=S)Nc1sc2c(c1C#N)CCCCC2	-53.1	0.2	1.3	-0.1	-8.5	-162.4	5.0	-63.8	-36.8	-33.6	-7.9
O=C(c1ccc(CS(=O)c2cccc(Cl)c2)o1)N1CCN(C2CCCCC2)CC1 (stereo not drawn)	-18.9	-0.1	-4.5	0.5	6.4	17.7	-0.2	15.6	-5.0	-14.9	9.5
CC(C)Cc1cc(C(=O)Nc2ccc(F)cc2F)no1	-60.1	1.9	16.0	-0.2	-34.9	-210.5	3.3	-233.7	-44.0	-75.0	-42.0
Cc1ccc(SCCNC(=O)/C=C/c2ccc([N+](=O)[O-])cc2)cc1	-26.0	0.0	7.9	-0.1	19.9	-2.6	-3.1	5.6	-14.0	4.7	-47.8
CCN1CCN(CCCNC(=O)CS(=O)(=O)Cc2nc(-c3cccc(OC)c3)oc2C)CC1	-5.9	0.9	-4.2	-0.2	-7.3	-27.1	3.7	8.3	-37.9	9.5	13.1
COc1ccccc1C(=O)NCCSCc1ccccc1Cl	12.5	1.8	-6.9	0.0	9.6	-56.4	4.8	-78.1	-23.0	-12.6	-20.9
NC(=O)c1cc(Cl)ccc1OCC(=O)Nc1ccc2c(c1)OCO2	-116.9	-5.4	-7.4	0.4	-6.6	-263.2	-0.2	-210.6	-92.3	-56.4	-12.1
COc1ccc(OCCNC(=O)c2cc(C3CC3)nc3c2cnn3C(C)C)cc1	3.9	0.6	-3.6	-0.4	0.2	14.3	1.8	16.6	15.9	-3.4	3.3
OC(c1ccc(-c2ccccc2)cc1)c1ncc(-c2ccccc2F)[nH]1 (stereo not drawn)	-2.3	-0.9	-9.3	-0.2	1.3	28.7	nt	12.9	-63.2	nt	-1.1
CC(C)=CCCC(C)=CCN1C(=O)CN(C)C1=O	3.8	2.6	14.2	0.0	-33.3	0.5	nt	8.6	-40.6	nt	-12.5
O=C(CSc1nc(O)c(Cc2ccccc2)c(=O)[nH]1)c1ccccc1	-7.2	5.2	5.0	2.1	-7.2	4.5	0.0	11.0	-30.2	2.0	-69.5
CCOC(=O)c1[nH]c2ccc(OC)cc2c1NC(=O)CCN1CCCC(C)C1 (stereo not drawn)	8.5	-0.5	5.3	0.0	-3.8	3.5	0.7	15.0	-20.6	8.7	-1.0
O=C(CSc1nc(-c2ccccc2Cl)ns1)c1ccc(Cl)cc1	-3.4	-0.5	5.7	0.2	-5.3	-17.0	-3.6	-14.2	7.5	9.4	-11.3

Retrieved by structure from above:
SMILES	Shn3 3UTR inh	hiPSC survival	KKLEB cytotox	aDG glyco up	CF NFkB block	Peg3 prom inh	NR2E3 ag-1	HIF-2a inh	NR2E3 ag-2	TRPM1 prom inh	TWEAK Fn14 block
CC(C)Cc1cc(C(=O)Nc2ccc(F)cc2F)no1	-60.1	1.9	16.0	-0.2	-34.9	-210.5	3.3	-233.7	-44.0	-75.0	-42.0
CCOC(=O)c1sc(NC(=O)c2ccccc2OCC)nc1C	-22.0	-0.8	-4.7	0.0	-8.1	-72.9	1.7	-52.4	-45.2	-20.3	-17.0

Look-ups from the results shown:
For Shn3 3UTR inh, NC(=O)c1cc(Cl)ccc1OCC(=O)Nc1ccc2c(c1)OCO2 is entered as -116.9
For TWEAK Fn14 block, CCN1CCN(CCCNC(=O)CS(=O)(=O)Cc2nc(-c3cccc(OC)c3)oc2C)CC1 is entered as 13.1
For NR2E3 ag-1, CC(C)Cc1cc(C(=O)Nc2ccc(F)cc2F)no1 is entered as 3.3
For Shn3 3UTR inh, CC(C)=CCCC(C)=CCN1C(=O)CN(C)C1=O is entered as 3.8

Continued:
SMILES	Shn3 3UTR inh	hiPSC survival	KKLEB cytotox	aDG glyco up	CF NFkB block	Peg3 prom inh	NR2E3 ag-1	HIF-2a inh	NR2E3 ag-2	TRPM1 prom inh	TWEAK Fn14 block
Clc1ccc(C2=NNC(=NCC3CCCO3)SC2)cc1 (stereo not drawn)	-23.5	-2.1	-10.2	0.2	-16.9	-172.0	3.1	-173.9	-92.7	-28.5	-15.4
Cc1cccc(C(=O)NCC(=O)NCCCSc2ccccc2)c1	-38.1	-0.3	5.5	0.2	4.5	7.8	-0.2	14.0	-17.6	-4.7	-10.0
CCOC(=O)N1CCN(C(=O)COC(=O)c2ccc(S(=O)(=O)N(CC)CC)cc2)CC1	-20.0	0.2	10.3	0.0	-13.5	25.6	-2.1	5.8	16.2	10.8	18.1
Cn1c(SCc2c(Cl)cccc2Cl)nc(C(F)(F)F)cc1=O	2.4	-1.3	-7.7	0.7	15.5	15.7	1.0	20.9	-1.1	11.3	17.7
CCCCOC(=O)CCc1nc2ccccc2[nH]c1=O	-9.1	-0.8	-2.9	0.0	5.0	8.3	0.2	-1.1	-3.0	-9.7	3.5
Cc1ccc(/C=N/NC(=O)CCn2nc(C)cc2C)c(C)c1	15.3	3.5	0.3	0.0	-7.6	25.9	3.8	6.7	15.8	-9.5	3.1
CCCCNC(=O)CCn1nc(-c2ccc(C)cc2)c2ccccc2c1=O	15.6	-0.1	-1.7	0.2	7.6	5.6	-1.1	16.4	2.8	-3.4	-15.3
COc1cc(CN2c3ccccc3C(=O)CS2(=O)=O)cc(OC)c1	-13.0	-1.7	7.4	1.9	-3.7	-14.3	nt	11.9	-38.4	-1.4	5.2
Cc1ccccc1OCc1nnc(SCCN2CCCC2)n1-c1ccccc1	-1.4	1.7	-4.8	0.7	10.1	16.7	5.6	23.1	-7.4	-19.3	-6.7
CC(C)c1cccc(-c2ccc3c(c2)S(=O)(=O)c2cccc(C(=O)NC4CCCC4)c2C3=O)c1	24.6	1.4	-30.4	-0.2	22.1	46.1	nt	-4.0	-13.6	4.2	-91.2
N#Cc1c(N2CCN(C(=O)c3ccccc3)CC2)nc(-c2ccccc2)c2c1CCCC2	3.6	5.1	-17.3	0.8	7.1	40.0	5.8	14.8	-96.4	-3.4	-0.2
CCOc1ccccc1OCCCC(=O)N1CCN(S(=O)(=O)c2cccc(F)c2)CC1	-3.7	3.1	-12.4	0.3	8.4	14.4	-1.4	7.4	-7.6	7.2	-12.9
Cc1cccc(C(=O)N/N=C2\CS(=O)(=O)N(C)c3ccsc32)c1	3.2	-0.3	8.8	0.6	-9.4	11.0	-1.4	5.9	-6.5	12.3	-17.3
CCOC(=O)CC(NC(=O)CCS(=O)(=O)c1ccc2c(c1)n(C)c(=O)c(=O)n2C)c1ccc(C)cc1 (stereo not drawn)	-4.6	-0.6	-21.6	-0.4	6.7	-6.0	-1.0	14.1	-20.8	-0.2	15.2
C[C@H](NC(=O)N1CCn2c1nc1ccccc12)C(=O)NC1CCCCC1	-6.0	-0.4	3.3	0.2	0.2	5.3	1.5	5.2	22.6	18.5	0.1
CCN(CC(=O)Nc1ccc2c(c1)OCCO2)C(=O)COc1cc(C)ccc1Cl	-7.5	0.3	-19.8	0.6	8.4	-8.2	-1.5	-29.2	0.8	9.0	87.2*
N=c1c2c(-c3ccccc3)c(-c3ccccc3)oc2ncn1Cc1ccco1	11.1	-2.3	-20.7	0.3	18.3	12.7	2.8	30.8	-17.4	6.1	-0.2
Clc1ccc(CSc2nnc(-c3cccnc3)n2Cc2ccco2)c(Cl)c1	61.7	-0.4	-10.2	0.5	1.4	7.7	2.3	26.3	-30.4	-11.9	3.6
O=S1(=O)N(Cc2ccccc2F)CCCN1Cc1c(F)cccc1Cl	11.5	-0.5	-0.5	0.0	5.5	17.7	1.1	19.1	-14.0	-4.3	-2.9
O=C(CSc1nnc(NC(=O)C2CCC2)s1)Nc1ccccc1	11.2	0.3	-7.0	0.0	-0.8	9.9	3.4	-1.0	-38.7	-0.5	9.9
C=CCNC(=S)Nc1ccc(Cl)c(S(=O)(=O)N2CCOCC2)c1	-5.6	-0.6	-0.8	-0.7	7.5	3.4	2.0	-1.4	2.0	-6.6	-5.5
O=C1c2ccccc2C(=O)c2c1oc(C(F)(F)F)c2C(=O)c1ccccc1	91.1*	-1.4	-81.8*	8.8*	89.9*	93.8*	3.8	22.8	111.7*	102.7*	74.3*
CC(C)NS(=O)(=O)c1ccc(OCC(=O)N(C)Cc2ccccc2)cc1	-1.4	0.4	2.4	-0.3	-3.6	23.3	-3.2	6.3	0.4	-9.9	-19.7
C=C(CC1([C@@H](NP(=O)(c2ccccc2)c2ccccc2)[C@H]2C[C@@H]2CCCC)CC1)c1ccccc1	-1.0	-2.7	-21.5	0.8	36.4	18.7	-0.2	8.1	-11.5	1.5	0.4
O=C(NC(=S)Nc1ccc(Cl)cn1)c1cccs1	-67.0	-3.1	-27.2	-0.2	-31.3	-284.3	4.3	-125.2	-53.2	-13.4	23.1
O=C(CSCc1ccc([N+](=O)[O-])cc1)N/N=C/c1ccncc1	6.9	-2.3	-8.6	0.0	6.4	20.6	4.7	18.6	3.7	4.9	0.8
O=C(NCC(=O)N(c1cccc(F)c1)C(C(=O)NCC1CCCO1)c1ccccc1)c1ccco1 (stereo not drawn)	-29.1	8.1	-3.5	0.0	-0.3	7.3	3.4	10.2	-23.7	-8.5	-2.7
COc1ccc(OC)c(S(=O)(=O)ON2C(=O)c3ccccc3C2=O)c1	56.5	-0.8	0.4	-0.3	-9.9	54.1*	1.2	56.9*	-33.0	30.6	12.8
O=C(C=Cc1cccnc1)c1ccccc1	-5.4	-2.7	6.3	0.2	-9.8	78.8*	nt	-25.4	4.3	40.2	49.8
C/C(=N\NC(=O)c1c([N+](=O)[O-])c(C)nn1C)c1ccc(NC(=O)C2CCCC2)cc1	32.6	-0.6	-3.7	-0.3	33.6	-4.5	1.3	-6.8	-1.4	19.4	-21.8
COC(=O)[C@]12CCCCC=C1N(Cc1cccc3ccccc13)C(=O)[C@H](CC(=O)NCCC(C)C)C2	nt	-0.7	nt	5.6*	nt	nt	nt	-18.7	7.5	nt	20.9
CC[N+](CC)(CC#Cc1ccccc1)CC#Cc1ccccc1	30.0	0.2	4.6	-0.3	-4.7	14.2	4.7	14.3	-12.9	54.8	3.0
CC(=O)N(C)c1ccc(N=Cc2cc3c(cc2[N+](=O)[O-])OCO3)cc1	11.7	-0.2	7.2	0.0	-11.8	-14.4	1.2	8.1	-0.4	6.6	-7.0

Outcome played no part in choosing rows; about 4.4% have a hit in one of these screens.
